High-throughput results as filed in PubChem BioAssay.
SMARCA2 act – SMARCA2 (BRM) function activators, primary screen, cell-based, luminescence, high throughput; MG213 cells, MMTV-luciferase reporter, dexamethasone, overnight; activation, % at 9.1 µM; AID 652017, 2013; 370,000 tested, 1% active; in the data active means activation above about 7.8%;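 further: 0% = vehicle wells and 100% = reference activator wells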
hgDAF12 agonist – H. glycines DAF-12 receptor agonists, primary screen, cell-based, luminescence, HEK293, GAL4 fusion, UAS-luciferase; 370,000 tested, 1.8% active; activation, % at 6.8 µM; Nuclear hormone receptor DAF-12 (Heterodera glycines), GAL4 fusion; HEK293 GAL4-hgDAF12 UAS-luciferase reporter, agonist luminescence; normalized to butyrate control;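 active means activation above a cutoff set at the mean of all screened compounds plus 3 SD, cut at about 10% in these data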;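 further: 0% = DMSO wells and 100% = sodium butyrate wells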
hcDAF-12 act – H. contortus DAF-12 nuclear receptor activators, primary screen, cell-based, luminescence, HEK293, lit1-tk-luc reporter; HEK293 hcDAF-12 lit1-tk-luc reporter; 0% DMSO, 100% Δ7-dafachronic acid; 370,000 tested, 1.4% active; activation, % at 6.8 µM;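 active means activation above the mean of all tested compounds plus 3 SD, cut at about 5.5% in these data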;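 further: 100% = response to 3 µM Δ7-dafachronic acid high control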
ssDAF12 agonist – S. stercoralis DAF-12 nuclear receptor activators, primary screen, cell-based, luminescence, HEK293, GRIP1 co-expression, lit1-tk-luc. 370,000 tested, 1% active. activation, % at 6.8 µM. AID 652126, 2013. HEK293 ssDAF-12/GRIP1 lit1-tk-luc reporter; % of 3 µM dafachronic acid response. Nuclear hormone receptor DAF-12 (Strongyloides stercoralis);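 active means activation above the mean over all tested compounds plus 3 SD, cut at about 0.9% in these data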;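 further: 0% = DMSO-only wells and 100% = 3 µM delta7-dafachronic acid wells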
DAX1 inh-1 – DAX1 (NR0B1) inhibitors, primary screen, cell-based, HEK293, Gal4-DAX1, luciferase luminescence | 340,000 tested, 0.99% active | HEK293 Gal4-DAX1 luciferase reporter | inhibition, % at 6.75 µM | Nuclear receptor subfamily 0 group B member 1 (Homo sapiens), P51843 | AID 504766, 2011;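 active means inhibition above the mean over all tested compounds plus 3 SD, cut at about 4.2% in these data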;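 further: 0% = DAX1-transfected cells with DMSO and 100% = empty-vector control cells with DMSO; inhibition shows as a rise in luminescence from relieved DAX1 repression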
PLCg1 inh – PLC-gamma1 enzyme inhibitors, primary screen, biochemical, fluorescence, purified enzyme. 1-phosphatidylinositol 4,5-bisphosphate phosphodiesterase gamma-1 (Homo sapiens), P19174. fluorogenic substrate. inhibition, % at 12.2 µM. 370,000 tested, 0.84% active. AID 720700, 2013; in the data active means inhibition above about 9.5%
DAX1 inh-2 – DAX1 (NR0B1) inhibitors on StAR promoter, primary screen, cell-based, luminescence, SF-1 (NR5A1), full-length DAX-1; HEK293T StAR-luciferase reporter, SF-1/DAX-1 repression relief; inhibition, % at 6.8 µM; 370,000 tested, 1.1% active; AID 652010, 2013;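 active means inhibition above the mean over all tested compounds plus 3 SD, cut at about 3.6% in these data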;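 further: 0% = DAX-1 cells with DMSO and 100% = cells lacking DAX-1 with DMSO; higher inhibition means more luminescence from relief of DAX-1 repression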
MBD2 DNA inh – inhibitors of MBD2 binding to methylated DNA, primary screen, biochemical, TR-FRET, DNA-binding domain, human. Methyl-CpG-binding domain protein 2 (Homo sapiens), Q9UBB5. MBD2 binding to methylated oligonucleotide. inhibition, % at 4.4 µM. 370,000 tested, 0.31% active. AID 686964, 2013; in the data active means inhibition above about 13%
Target sequence (Q9UBB5 whole entry, looked up, the tested form may be a part): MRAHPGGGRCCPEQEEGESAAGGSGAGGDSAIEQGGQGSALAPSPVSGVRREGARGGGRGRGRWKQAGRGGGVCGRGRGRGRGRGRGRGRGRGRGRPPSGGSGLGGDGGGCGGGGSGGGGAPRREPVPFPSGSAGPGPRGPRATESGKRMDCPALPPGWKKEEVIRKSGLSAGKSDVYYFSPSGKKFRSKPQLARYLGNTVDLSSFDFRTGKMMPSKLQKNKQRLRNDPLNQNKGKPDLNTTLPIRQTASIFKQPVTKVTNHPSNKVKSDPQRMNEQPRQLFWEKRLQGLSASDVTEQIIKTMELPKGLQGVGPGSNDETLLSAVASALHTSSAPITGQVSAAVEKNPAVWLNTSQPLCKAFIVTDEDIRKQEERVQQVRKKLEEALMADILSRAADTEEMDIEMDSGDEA
PLC-beta3 inh – human PLC-beta3 inhibitors, primary screen, biochemical, fluorescence; 1-phosphatidylinositol 4,5-bisphosphate phosphodiesterase beta-3 (Homo sapiens), Q01970; Purified PLC-beta3, fluorogenic substrate; inhibition, % at 12.2 µM; 370,000 tested, 0.18% active; AID 720704, 2013; in the data active means inhibition above about 11%;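 further: 0% = median of compound wells on plate and 100% = full blocker control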
ADAM17 inh – ADAM17 inhibitors, primary screen, biochemical, QFRET; Disintegrin and metalloproteinase domain-containing protein 17 (Homo sapiens), P78536; recombinant ADAM17, EDANS/DABCYL FRET peptide cleavage; AID 720648, 2013; 370,000 tested, 0.83% active; inhibition, % at 6.95 µM;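 active means inhibition above the mean of compounds lying between control limits plus 3 SD, set per campaign, cut at about 8.5% in these data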;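 further: 0% = DMSO-only wells as the low control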
Target sequence (P78536 215-824 limits assumed): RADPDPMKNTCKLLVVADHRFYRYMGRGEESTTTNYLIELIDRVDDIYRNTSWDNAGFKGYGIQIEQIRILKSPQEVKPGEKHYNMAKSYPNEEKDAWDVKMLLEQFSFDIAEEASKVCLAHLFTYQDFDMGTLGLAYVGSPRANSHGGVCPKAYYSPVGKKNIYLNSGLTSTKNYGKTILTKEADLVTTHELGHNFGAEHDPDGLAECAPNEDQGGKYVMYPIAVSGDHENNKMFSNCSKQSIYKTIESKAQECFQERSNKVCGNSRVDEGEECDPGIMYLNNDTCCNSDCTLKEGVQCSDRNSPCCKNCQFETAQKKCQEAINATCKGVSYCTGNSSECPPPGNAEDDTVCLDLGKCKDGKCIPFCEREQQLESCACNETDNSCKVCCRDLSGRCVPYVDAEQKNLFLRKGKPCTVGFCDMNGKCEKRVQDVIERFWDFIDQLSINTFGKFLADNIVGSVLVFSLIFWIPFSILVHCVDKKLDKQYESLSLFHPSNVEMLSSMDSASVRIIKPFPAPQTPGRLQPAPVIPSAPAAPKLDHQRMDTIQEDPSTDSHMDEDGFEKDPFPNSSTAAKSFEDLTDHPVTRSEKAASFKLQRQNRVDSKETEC
NR1D1 modulator – modulators of Rev-erb alpha DNA binding, primary screen, biochemical, FITC-DNA, fluorescence polarization, uHTS | 370,000 tested, 0.79% active | Nuclear receptor subfamily 1 group D member 1 (Homo sapiens), P20393 | activity, % at 10 µM | Rev-erbα–FITC-DNA binding, 90 min;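 active means activity above about 14%, limit read from the data; passing the limit was not always enough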;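 further: 0% = DMSO wells with 35 nM protein and 100% = DMSO wells with 750 nM protein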
* hit, by the source's call; i = inactive; · = not tested or not shown.

Every second line gives: SMARCA2 act, hgDAF12 agonist, hcDAF-12 act, ssDAF12 agonist, DAX1 inh-1, PLCg1 inh, DAX1 inh-2, MBD2 DNA inh, PLC-beta3 inh, ADAM17 inh, NR1D1 modulator
[1] Cc1ccc(Cn2nnc3c(=O)[nH]c(C4CCN(C(=O)Cc5cccs5)CC4)nc32)cc1
 : -3.2, -1.1, -1.7, -0.8, -0.6, 5.7, 0.1, -3.9, 3.9, 5.3, 0.7
[2] COC(=O)C(NC(=O)c1ccco1)(Nc1ccc(Br)cn1)C(F)(F)F (centres undefined)
 : -1.7, -1.3, -1.6, -1.2, -0.5, 0.6, -0.7, -2.7, 5.1, 3.1, 8.0
[3] CC(=O)c1ccc(NC(=O)[C@@H]2CCCN2C2=NS(=O)(=O)c3ccccc32)cc1
 : -1.1, -0.5, -2.2, -1.4, -0.7, -2.9, 0.8, -3.9, -1.6, -0.5, 0.5
[4] CN(Cc1ccco1)c1ncnc2ccc(-c3ccc4c(ccn4C)c3)cc12
 : -0.9, -0.3, -0.3, -1.0, 0.2, -92.2, -0.6, -5.9, -117.0, 5.4, 3.1
[5] O=C(Cc1ccccc1)NC(=S)Nc1ccc2oc(-c3ccccc3F)nc2c1
 : 2.9, 2.0, -1.6, -1.1, -0.4, -15.7, 0.1, -7.1, -19.7, -12.9, 9.8
[6] O=C(C1CC(=O)N(c2ccccc2)C1)N1CCC(c2nc3ccccc3[nH]2)CC1 (centres undefined)
 : -3.3, 2.2, 0.6, -0.9, -1.2, 2.0, 1.0, 3.9, -12.2, 1.9, -0.3
[7] CCCOP(=O)(c1ccc(N(C)C)cc1)C(O)c1ccc(N(C)C)cc1 (centres undefined)
 : 0.0, -0.6, -0.8, -1.6, -1.2, 6.5, 0.4, 7.9, -11.2, -3.8, -0.4
[8] Cc1ccc(S(=O)(=O)Cn2nnnc2C(C)N2CCN(C(=O)c3ccco3)CC2)cc1 (centres undefined)
 : -3.0, -0.2, -0.5, -1.0, -1.2, -1.1, 0.7, -5.8, -120.3, -0.8, 0.6
[9] CCCCCOC(=O)Nc1nnc(CCCCC)s1
 : -2.1, -2.2, 0.0, -1.5, 1.0, 2.6, 0.6, -0.7, 3.7, -0.4, 3.3
[10] Cc1[nH]c(=O)[nH]c(=O)c1CSCC(=O)OCC(=O)Nc1ccccn1
 : -1.3, 0.8, -0.6, -1.0, -2.0, -4.7, -0.4, -2.8, -3.0, -4.9, 1.9
[11] COCc1nnc(NC(=O)CC(C)C)s1
 : -1.7, -1.2, 0.1, -0.9, 0.7, 2.4, -0.3, -5.3, 5.6, -0.5, 1.3
[12] COc1ccc2[nH]c(C(=O)N3CCN(Cc4ccccc4)CC3)cc2c1OC
 : 1.6, 4.8, -1.5, -1.2, -0.1, -21.7, 0.3, 0.0, -27.9, -3.2, -2.0
[13] O=C(NCc1ccccc1)C(c1ccco1)N(C(=O)c1cnccn1)c1ccc(F)cc1 (centres undefined)
 : -3.2, -3.7, -0.8, -1.2, -0.5, 1.9, -0.1, -1.4, 4.0, 0.5, -1.4
[14] COc1cc(C2/C(=C(/O)c3ccc(F)cc3)C(=O)C(=O)N2CCCC(=O)O)ccc1O (centres undefined)
 : -0.7, -0.1, 0.1, -0.1, -0.2, 3.5, -1.1, -2.9, 0.1, -4.8, -2.6
[15] CCC(=O)Nc1cccc(-c2nc3ccccc3o2)c1
 : -1.5, 2.9, 1.0, -1.0, 1.6, -2.6, 0.0, -2.1, -1.9, -6.2, -1.2

Next compounds.
Every second line gives: SMARCA2 act, hgDAF12 agonist, hcDAF-12 act, ssDAF12 agonist, DAX1 inh-1, PLCg1 inh, DAX1 inh-2, MBD2 DNA inh, PLC-beta3 inh, ADAM17 inh, NR1D1 modulator
[16] CN(C)Cc1csc(NC(=O)Nc2ccccc2C(C)(C)C)n1
 : -0.5, -0.8, -0.8, -1.2, ·, -0.4, -0.2, 2.6, 4.6, -1.6, -1.4
[17] CCS(=O)(=O)C1=NN2C(=N)/C(=C\c3ccc(SCc4ccco4)o3)C(=O)N=C2S1
 : 0.4, 5.7, 0.6, -0.3, -0.8, -57.2, 0.3, 5.7, -74.8, -0.4, -28.1
[18] COc1ccc2c(c1)CC(N1CCN(C)CC1)c1cc(OC)ccc1S2 (centres undefined)
 : -3.7, -1.0, -0.2, -1.1, 0.8, -1.3, 0.3, 3.9, -8.1, -6.6, 1.0
[19] O=C(c1ccc([N+](=O)[O-])cc1)N(c1ccccn1)c1ccccn1
 : -0.5, -0.7, -1.1, -1.4, -0.4, 0.6, 0.5, -3.8, 1.8, -1.4, 3.2
[20] CN(Cc1ccccc1F)C(=O)CNC(=O)Cc1cccc2ccccc12
 : -1.4, -2.4, -1.8, -1.0, 0.0, -1.4, -0.9, 5.8, -10.7, -2.7, 1.1
[21] Cc1ccccc1CSc1nc2n(n1)C(c1cccs1)C1=C(CCCC1=O)N2 (centres undefined)
 : -0.1, -4.2, -1.8, -1.8, -0.4, -113.7, -0.4, -5.0, -139.0, -20.1, 7.8
[22] N#C/C(=C/c1cn(-c2ccccc2)nc1-c1cccc(S(=O)(=O)N2CCOCC2)c1)C(=O)NCc1ccco1
 : -0.9, -1.7, -1.1, -0.7, -0.5, 1.8, -0.4, 0.8, 1.2, 0.7, -4.5
[23] Cc1cccc(C)c1NC(=O)C(c1cccc(F)c1)N1CCN(C)CC1 (centres undefined)
 : 2.3, -0.5, 1.6, -0.8, ·, 0.8, 1.6, -10.3, 1.5, -1.9, 7.1
[24] CCCN1CCN(CCCNC(=O)c2ccc3nc(N4CCC(C)CC4)sc3c2)CC1
 : 2.1, 10.1, 5.2, 0.2, -1.8, 1.6, 6.0*, -6.6, 5.8, 0.5, 1.6
[25] CCOCCCNC(=O)c1cn(C)c2ccc(S(=O)(=O)N3CCCCC3)cc2c1=O
 : -2.6, -1.0, -0.6, -0.7, 0.3, 1.8, 0.1, 2.8, -4.7, -2.4, -4.5
[26] NC(=O)C1=C[C@@H](c2csc3ccccc23)C[C@@H](OCc2ccc(CO)cc2)O1
 : -0.3, -3.8, -0.9, -0.9, 1.3, -38.3, -0.5, -5.1, -50.2, -4.7, -0.1
[27] O=C(CCCCCN1C(=O)c2ccccc2C1=O)Nc1ccc(F)cc1
 : -5.2, -0.2, -1.7, -1.3, -0.6, -0.2, -0.7, 1.4, 1.2, -0.3, -2.9
[28] CCc1c(O)c(-c2ccccc2)c(=O)n(-c2ccccn2)c1-c1ccccc1
 : -5.5, -2.7, -0.5, 0.4, 0.3, -0.8, 0.7, 0.6, -15.1, -6.0, 2.0
[29] O=C(CN(Cc1ccccc1)S(=O)(=O)c1ccc(F)cc1)NCc1cccnc1
 : 0.1, 1.1, -0.8, -0.9, 0.5, -1.3, -0.8, 3.7, -7.1, -3.5, -4.0
[30] Cc1cc(C)nc(SCc2csc(N)n2)n1
 : 3.0, -0.1, 0.6, -0.9, 0.8, 1.1, -0.6, -0.7, 2.5, -2.2, 6.0

Going on with the list.
Every second line gives: SMARCA2 act, hgDAF12 agonist, hcDAF-12 act, ssDAF12 agonist, DAX1 inh-1, PLCg1 inh, DAX1 inh-2, MBD2 DNA inh, PLC-beta3 inh, ADAM17 inh, NR1D1 modulator
[31] Cc1cc(C)c(S(=O)(=O)NCc2ccccn2)c(C)c1
 : -3.2, 2.2, -2.7, -0.6, 1.6, 0.5, 0.4, 0.5, -1.7, -1.8, -2.4
[32] C=CC[C@H](CC(=O)OC(C)(C)C)C(=O)OC[C@H]1CCCN1C(=O)[C@H](CC=C)CC(=O)NCCO
 : 0.9, 1.2, -1.1, -1.1, 0.9, 0.3, -0.6, -4.9, 2.9, -0.3, 0.6
[33] Cc1ccc2c(c1)C(=C(C#N)C#N)CCN2
 : -0.7, -0.4, -2.6, -1.3, -0.6, -37.5, -1.5, -6.9, -45.9, -15.0, 1.0
[34] c1ccc(-c2cnnn2-c2ccccc2)cc1
 : -1.3, 0.8, -0.5, -1.2, -0.9, 0.3, 0.3, 0.0, -5.1, -1.2, -2.0
[35] COc1ccc(Cn2cc(COC(=O)N3CCOCC3)nn2)cc1
 : -0.2, -4.1, -0.9, -0.7, ·, 0.1, 0.0, 4.9, -2.3, -12.3, -1.8
[36] Cc1ccc(S(=O)(=O)N2[C@@H](c3ccccc3)C(C(=O)O)=CC[C@H]2c2cccc(C)c2)cc1
 : 1.3, -1.3, -2.0, -1.2, 1.9, 2.1, -0.4, 3.5, -0.4, -1.7, -1.9
[37] COC(=O)CSCC(=O)Nc1cc2c(cc1C(C)=O)OCO2
 : -0.3, -0.8, -0.7, -1.6, 1.5, -39.9, -0.2, 0.6, -46.6, -22.4, -2.2
[38] CC(C)N(Cc1nc(-c2ccccc2)no1)C(=O)c1ccc(Cl)cc1
 : -3.5, -2.3, -1.8, -1.2, 0.6, 6.9, 0.4, -1.9, 1.5, 3.5, 5.0
[39] O=C(Nc1ccccc1)Nc1ccc(Cl)c(S(=O)(=O)N2CCOCC2)c1
 : -0.9, -3.9, -2.2, -1.9, -0.8, -0.7, -2.1, 0.3, -1.4, 2.2, 0.8
[40] CCN(C(=O)COC(=O)c1cc(-c2ccc(C)o2)nc2ccccc12)C1CCS(=O)(=O)C1 (centres undefined)
 : -1.0, -0.3, -1.1, -2.0, -1.0, i, -0.2, -1.2, i, -63.7, -0.6
[41] CCC1=NN2C(=N)/C(=C\c3ccc(OCCOc4ccc(NC(C)=O)cc4)cc3)C(=O)N=C2S1
 : -1.9, -1.8, -0.7, -1.3, -0.1, -4.2, 0.7, 3.5, -14.7, -27.5, -1.3
[42] COc1cccc2c1nc(C)c1cc(C)oc12
 : -0.1, 6.0, -0.3, -0.3, 0.7, -42.8, 0.3, -4.7, -57.6, -23.8, -3.2
